# C diff HTS – C. difficile growth inhibitors, primary screen, HTS. 86,000 tested, 0.25% active. Clostridium difficile clinical isolate growth, OD600, 24 h; hits give low values. AID 1259249, 2017. growth activity, negative = inhibition, % at 16 µg/mL (by protocol);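 active = mean growth activity at or below -80% and every replicate also at or below -80%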;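 note: 0% = DMSO wells and -100% = levofloxacin 16 µg/mL wells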
# T cruzi growth – T. cruzi intracellular proliferation inhibitors, primary screen, cell-based, beta-gal Tulahuen parasites, NIH3T3 host, luminescence; T. cruzi beta-gal in NIH3T3, GalScreen luminescence, 90 h; inhibition, % at 8.34 µM; 77,000 tested, 5.9% active;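 active = mean inhibition above about 93%, with at least 55% of replicates each passing it, limit read from the data, passing the limit was not always enough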
# Pf Dd2 inh – P. falciparum Dd2 growth inhibitors, primary screen, SYBR Green fluorescence, single dose replicates. 72 h; hits give low values. activity change, % at 10 µM. 94,000 tested, 2.3% active. AID 1159554, 2015; in the data active = activity change below about -80%
# KDM4C inh – inhibitors of GASC-1 (KDM4C) histone demethylase, primary screen, biochemical, single concentration HTS; Lysine-specific demethylase 4C (Homo sapiens), Q9H3R0; GST-KDM4C 2-372, H3K9me3 peptide, LANCE TR-FRET; inhibition, % at 12.5 µM; 96,000 tested, 0.15% active; AID 720574, 2013;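 active = mean replicate inhibition above about 25%, with at least 55% of replicates also reaching it, limit read from the data, passing the limit was not always enough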
# Target sequence (Q9H3R0 2-372 limits assumed): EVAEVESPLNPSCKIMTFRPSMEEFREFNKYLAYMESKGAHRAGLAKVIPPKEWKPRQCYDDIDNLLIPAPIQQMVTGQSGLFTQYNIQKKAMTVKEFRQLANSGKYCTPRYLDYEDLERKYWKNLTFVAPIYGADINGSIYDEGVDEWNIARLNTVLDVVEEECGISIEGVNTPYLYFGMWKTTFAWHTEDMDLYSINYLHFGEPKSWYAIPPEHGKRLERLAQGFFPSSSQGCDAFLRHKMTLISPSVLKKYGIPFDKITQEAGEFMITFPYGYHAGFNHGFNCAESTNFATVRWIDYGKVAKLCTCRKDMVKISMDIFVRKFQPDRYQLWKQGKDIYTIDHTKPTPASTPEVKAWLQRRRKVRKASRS
#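 Assay system: GST-GASC-1 enzyme fragment 2-372 | Amount: 10 nM enzyme | Medium: HEPES buffer, pH 7.5, plus ascorbate | Reagent: H3K9me3 peptide substrate, Fe(II), 2-oxoglutarate | Doses: Single-point compound screen | Incubation: 30 min demethylation and 1 h detection at room temperature | Measured by: LANCE TR-FRET, excitation 340 nm, emissions 618 and 671 nm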
# The depositor's hits bear a star; . = no result given; & = joins results of further samples.
SMILES,C diff HTS,T cruzi growth,Pf Dd2 inh,KDM4C inh
CCNC(=O)Nc1ccc2c(c1)C(=O)N(C)[C@@H]1CC[C@H](CC(=O)NCC3CCCCC3)O[C@@H]1CO2,-1,22,-1,-4.5
N#Cc1ccc(-c2ccc([C@H]3[C@H](CO)N4C(=O)CNC[C@@H]34)cc2)cc1,3,.,-16,-0.2
CC(C)c1cn(CC[C@@H]2CC[C@H](NS(=O)(=O)c3ccc(F)cc3)[C@@H](CO)O2)nn1,0,34,0,-2.3
C[C@H](CO)N1C[C@H](C)[C@H](CN(C)S(=O)(=O)c2cccs2)Oc2ccc(NC(=O)c3ccncc3)cc2CC1=O,0,18,4,-3.7
O=C(c1ccc(F)cc1)N1CC2(C1)[C@H](c1ccccc1)[C@@H](CO)N2Cc1ccccn1,4,.,-25,2.4
CO[C@H]1CN(C)C(=O)c2ccc(NS(=O)(=O)CC(F)(F)F)cc2OC[C@H](C)N(C)C[C@@H]1C,6,.,-87*,-1.0
CO[C@@H]1CC[C@@H]2CCN(C)C(=O)C[C@H](c3ccccc3)CN(C)C(=O)c3cccc(C#N)c3OC[C@@H]1O2,-8,-23,.,0.2
COc1ccc(CN(C)C[C@H]2Oc3ccc(NS(=O)(=O)c4ccc(Cl)cc4)cc3C(=O)N([C@@H](C)CO)C[C@@H]2C)cc1,1,71,3,1.5
COc1ccc2c3c([nH]c2c1)[C@H](CO)N(C(=O)NC(C)C)CC31CCN(Cc2ccc(F)cc2)CC1,4,.,-47,-1.1
Cc1ccc(S(=O)(=O)Nc2ccc3c(c2)C(=O)N([C@H](C)CO)C[C@@H](C)[C@H](CN(C)Cc2ccc(Cl)c(Cl)c2)O3)cc1,15,104,-1,-0.9
C[C@H](CO)N1C[C@H](C)[C@@H](CN(C)CC2CCOCC2)Oc2ncc(C#CCc3ccccc3)cc2C1=O,4,-25,-49,-1.9
CO[C@H]1CN(C)C(=O)c2cc(NC(=O)C3CCC3)ccc2OC[C@H](C)N(Cc2cccnc2)C[C@@H]1C,.,87,22,-0.6
O=C(Nc1ccccc1F)N1CC(=O)N2[C@@H](CO)[C@@H](c3ccc(C#CC4CC4)cc3)[C@@H]2C1,12,.,-20,-0.4
C[C@@H]1CN([C@H](C)CO)C(=O)c2cc(C#CC3CCCC3)cnc2O[C@H]1CN(C)C(=O)C1CC1,-8,32,-27,-1.3
CC(=O)N(C)C[C@H]1Oc2ncc(C#C[C@H](C)O)cc2C(=O)N([C@H](C)CO)C[C@@H]1C,-3,81,2,0.5
COc1ccccc1C(=O)N1C[C@H]2[C@@H](c3ccccc31)[C@H](CO)N2C(=O)Cc1ccccc1,3,10,-40,-1.1
CO[C@H]1CN(C)C(=O)c2cc(NC(=O)C3CC3)ccc2OC[C@@H](C)N(Cc2ccncc2)C[C@@H]1C,.,65,.,2.2
COc1ccc(NC(=O)N(C)C[C@@H]2Oc3ccc(NS(=O)(=O)c4cn(C)cn4)cc3C(=O)N([C@@H](C)CO)C[C@H]2C)cc1,-3,-4,26,0.8
CO[C@@H]1CN(C)C(=O)c2ccc(NS(C)(=O)=O)cc2OC[C@H](C)NC[C@@H]1C,-1,16,15,-1.0
COc1ccccc1-c1ccc([C@H]2[C@@H](C#N)N(C(=O)CN(C)C)[C@@H]2CO)cc1,-2,36,29,2.0

# Of the compounds above, 7 contain sulfur:
SMILES,C diff HTS,T cruzi growth,Pf Dd2 inh,KDM4C inh
CC(C)c1cn(CC[C@@H]2CC[C@H](NS(=O)(=O)c3ccc(F)cc3)[C@@H](CO)O2)nn1,0,34,0,-2.3
C[C@H](CO)N1C[C@H](C)[C@H](CN(C)S(=O)(=O)c2cccs2)Oc2ccc(NC(=O)c3ccncc3)cc2CC1=O,0,18,4,-3.7
CO[C@H]1CN(C)C(=O)c2ccc(NS(=O)(=O)CC(F)(F)F)cc2OC[C@H](C)N(C)C[C@@H]1C,6,.,-87*,-1.0
COc1ccc(CN(C)C[C@H]2Oc3ccc(NS(=O)(=O)c4ccc(Cl)cc4)cc3C(=O)N([C@@H](C)CO)C[C@@H]2C)cc1,1,71,3,1.5
Cc1ccc(S(=O)(=O)Nc2ccc3c(c2)C(=O)N([C@H](C)CO)C[C@@H](C)[C@H](CN(C)Cc2ccc(Cl)c(Cl)c2)O3)cc1,15,104,-1,-0.9
COc1ccc(NC(=O)N(C)C[C@@H]2Oc3ccc(NS(=O)(=O)c4cn(C)cn4)cc3C(=O)N([C@@H](C)CO)C[C@H]2C)cc1,-3,-4,26,0.8
CO[C@@H]1CN(C)C(=O)c2ccc(NS(C)(=O)=O)cc2OC[C@H](C)NC[C@@H]1C,-1,16,15,-1.0

# Next results.
SMILES,C diff HTS,T cruzi growth,Pf Dd2 inh,KDM4C inh
C/C=C/c1ccc2c(c1)O[C@H](CN(C)C(=O)Cc1ccccn1)[C@@H](C)CN([C@@H](C)CO)S2(=O)=O,0,43,-13,0.4
C[C@@H]1CCCCO[C@H](CN(C)S(=O)(=O)c2cccs2)[C@@H](C)CN([C@@H](C)CO)C(=O)c2cc(NC(=O)C3CCCCC3)ccc2O1,-7,57,-72,-1.4
O=C(C[C@@H]1CC[C@@H]2[C@H](COC[C@H](O)CN2C(=O)Nc2cccc(Cl)c2)O1)NCCCN1CCOCC1,42&35,69,6,-5.4
COc1ccc(S(=O)(=O)N(C)C[C@H]2Oc3ccc(N(C)C)cc3CC(=O)N([C@H](C)CO)C[C@@H]2C)cc1,-5,-6,-31,0.7
CC(C)NC(=O)N[C@@H]1CC[C@H](CCNC(=O)C2CCOCC2)O[C@@H]1CO,.,5,24,-0.4
C[C@@H]1CN([C@@H](C)CO)C(=O)c2cc(C#Cc3cccnc3)cnc2O[C@@H]1CN(C)Cc1cccnc1,2,39,-8,-2.6
CC(C)NC(=O)N(C)C[C@H]1OCCCC[C@@H](C)Oc2ccc(NS(C)(=O)=O)cc2C(=O)N([C@H](C)CO)C[C@H]1C,.,-5,1,2.5
C[C@H](CO)N1C[C@H](C)[C@@H](CN(C)Cc2ccncc2)OCCCC[C@H](C)Oc2ccc(NS(=O)(=O)c3ccccc3)cc2C1=O,3,-119,10,-0.2
COc1ccc(S(=O)(=O)Nc2ccc3c(c2)CC(=O)N([C@H](C)CO)C[C@H](C)[C@@H](CN(C)S(=O)(=O)c2c(C)noc2C)O3)cc1,-3,-9,-40,-0.9
C[C@@H]1CN([C@@H](C)CO)C(=O)c2cc(NC(=O)C3CC3)ccc2O[C@@H]1CN(C)S(=O)(=O)c1ccc(F)cc1,2,55,14,-0.7
CC(C)NC(=O)N(C)C[C@@H]1Oc2cc(C3=CCCC3)ccc2S(=O)(=O)N([C@H](C)CO)C[C@@H]1C,0,46,-24,-1.3
CN(C)C(=O)c1ccc(-c2ccc3c(c2)[C@@H]2[C@@H](CCN2Cc2cncnc2)[C@@H](CO)N3)cc1,-2,69,13,0.0
CC=Cc1ccc2n(c1=O)C[C@@H]1[C@@H](CO)[C@H](C(=O)N3CCCCC3)[C@H]2N1CC1CCCC1 (mixture of isomers),6,29,-1,1.1
CC(C)NC(=O)Nc1ccc2c(c1)C(=O)N([C@@H](C)CO)C[C@@H](C)[C@H](CN(C)Cc1ccc(C(=O)O)cc1)O2,-1,5,15,-0.2
COc1ccc(CN(C)C[C@@H]2Oc3ccc(NC(=O)Nc4ccc(OC)cc4)cc3C(=O)N([C@@H](C)CO)C[C@H]2C)cc1,6,10,19,1.4
O=C(N[C@@H]1CC[C@@H](CCNC(=O)C2CCCCC2)O[C@@H]1CO)c1ccccn1,.,-27,-3,-1.0
CCCNC(=O)C[C@H]1CC[C@H]2[C@@H](COC[C@@H](O)CN2C(=O)c2ccccn2)O1,.,2,12,-0.9
C[C@H](CO)N1C[C@H](C)[C@@H](CN(C)C)Oc2ccc(NS(C)(=O)=O)cc2CC1=O,0,91,13,-0.2
C[C@@H]1CN([C@H](C)CO)C(=O)c2cc(NC(=O)C3CC3)ccc2O[C@H]1CN(C)C(=O)NC1CCCCC1,-2,64,7,1.3
C[C@H](NC(=O)C[C@@H]1CC[C@@H](NC(=O)c2cccnc2)[C@@H](CO)O1)c1ccccc1,.,42,3,0.5
CCNC(=O)Nc1ccc2c(c1)C(=O)N(C)[C@H]1CC[C@H](CC(=O)NCc3cccc(F)c3)O[C@@H]1CO2,1,66,-32,-0.5
Cc1noc(C)c1NC(=O)N[C@@H]1CC[C@@H](CC(=O)Nc2ccccc2)O[C@@H]1CO,-2,.,.,0.0
C[C@@H]1CN([C@H](C)CO)C(=O)c2cccc(NC(=O)C3CCOCC3)c2O[C@@H]1CN(C)CC1CCCCC1,3,53,10,-0.2
O=C(C[C@@H]1CC[C@H]2[C@@H](COC[C@H](O)CN2S(=O)(=O)c2ccccc2Cl)O1)NCc1ccccc1Cl,.,51,-11,-0.8
COc1ccc(NC(=O)Nc2ccc3c(c2)C(=O)N([C@H](C)CO)C[C@@H](C)[C@H](CN(C)S(=O)(=O)c2ccccc2)O3)cc1,-6,-62,-1,2.5
C[C@H](CO)N1C[C@H](C)[C@@H](CN(C)C(=O)CN(C)C)Oc2cc(-c3cccnc3)ccc2S1(=O)=O,-2,69,43,-1.7
COc1ccc(-c2ccc3c(c2)[C@@H]2[C@@H](CCN2S(=O)(=O)c2ccc(OC)cc2)[C@@H](CO)N3)cc1,-8,39,14,-0.4
C[C@@H]1CN([C@H](C)CO)C(=O)c2cc(NC(=O)NC3CCCCC3)ccc2O[C@@H](C)CCCCO[C@@H]1CN(C)C(=O)Cc1ccccc1,-16,29,-55,-1.2
COCCNC(=O)C[C@H]1CC[C@@H]2[C@H](COc3ccc(NS(=O)(=O)c4ccc(Cl)cc4)cc3C(=O)N2C)O1,-8,14,4,1.2
CCC(=O)Nc1ccc2c(c1)OC[C@H](C)N(C(=O)C1CC1)C[C@H](C)[C@@H](OC)CN(C)C2=O,-1,-2,8,-0.1
CC(=O)N1CC2(C1)[C@H](c1ccc(-c3ccc(F)cc3)cc1)[C@@H](CO)N2CC1CC1,-7,.,4,0.8
COc1ccc(-c2ccccc2[C@H]2[C@@H](CO)N(C(=O)C3CCCCC3)[C@H]2C#N)cc1,-4,.,10,-0.2
COc1ccc(NC(=O)Nc2ccc3c(c2)C(=O)N([C@H](C)CO)C[C@H](C)[C@@H](CN(C)C)OCCCC[C@H](C)O3)cc1,1,-10,18,20
CC(=O)N1CC(=O)N2[C@H](CO)[C@@H](c3ccc(-c4ccc(C(=O)N(C)C)cc4)cc3)[C@H]2C1,-1,.,21,-1.3
C[C@H]1CN([C@@H](C)CO)S(=O)(=O)c2ccc(-c3cncnc3)cc2O[C@@H]1CN(C)Cc1cncnc1,-4,25,48,-0.8
CCCC#Cc1ccc(CC[C@H]2O[C@H]3CC[C@H](CO)O[C@H]3C[C@@H]2n2cc(C(C)(C)O)nn2)cc1,-13,.,-85*,.
COc1ccccc1C#Cc1ccc2c(c1)O[C@H](CN(C)Cc1ccncc1)[C@@H](C)CN([C@H](C)CO)S2(=O)=O,-4,123*,-60,13
N#C[C@@H]1[C@H](c2ccccc2C2=CCCCC2)[C@H](CO)N1S(=O)(=O)c1ccccc1,-7,.,5,-1.3
C[C@@H]1CCCCO[C@@H](CN(C)Cc2ccncc2)[C@@H](C)CN([C@@H](C)CO)C(=O)c2cc(NS(=O)(=O)c3ccc(Cl)cc3)ccc2O1,-2,37,-23,4.6
Cc1ccc(S(=O)(=O)N(C)C[C@H]2Oc3c(NS(C)(=O)=O)cccc3C(=O)N([C@@H](C)CO)C[C@@H]2C)cc1,2,30,6,-1.3
OC[C@H]1[C@H](c2ccc(-c3ccc(F)cc3)cc2)[C@H]2CN(Cc3cccnc3)CCCCN21,-2,89,12,-0.6
COC(=O)C[C@H]1CC[C@H]2[C@H](COc3ccc(NC(=O)Nc4cccc(C)c4)cc3C(=O)N2C)O1,-2,11,-10,-0.2
CC(C)NC(=O)N[C@@H]1C=C[C@H](CC(=O)NCCN2CCCC2)O[C@H]1CO,1,.,1,3.1
C[C@H]1CN([C@@H](C)CO)S(=O)(=O)c2ccc(C#CC3CC3)cc2O[C@@H]1CN(C)C(=O)c1cnccn1,4,33,-30,-1.2
Cc1noc(C)c1S(=O)(=O)Nc1ccc2c(c1)CC(=O)N([C@@H](C)CO)C[C@@H](C)[C@H](CN(C)C(=O)Nc1ccccc1)O2,9,-23,-8,0.8
Cc1noc(C)c1NC(=O)Nc1cccc2c1O[C@@H](CN(C)Cc1ccc(Oc3ccccc3)cc1)[C@@H](C)CN([C@H](C)CO)C2=O,6,40,-7,-0.1
C/C=C/c1ccc([C@H]2[C@H](CO)N3C(=O)CN(S(=O)(=O)c4cccc(F)c4)C[C@@H]23)cc1,-1,.,-20,-0.9
CCC(=O)Nc1ccc2c(c1)C(=O)N(C)[C@@H]1CC[C@@H](CC(=O)Nc3cccc(OC)c3)O[C@@H]1CO2,0,-12,-6,5.9

# A few values from the results shown:
# In T cruzi growth, `C[C@H]1CN([C@@H](C)CO)S(=O)(=O)c2ccc(C#CC3CC3)cc2O[C@@H]1CN(C)C(=O)c1cnccn1` reads 33
# In Pf Dd2 inh, `C/C=C/c1ccc([C@H]2[C@H](CO)N3C(=O)CN(S(=O)(=O)c4cccc(F)c4)C[C@@H]23)cc1` reads -20
# In Pf Dd2 inh, `COC(=O)C[C@H]1CC[C@H]2[C@H](COc3ccc(NC(=O)Nc4cccc(C)c4)cc3C(=O)N2C)O1` reads -10
